Screening results from PubChem BioAssay.
p53ts 32C kill: qHTS Screen for Compounds that Selectively Target Cancer Cells with p53 Mutations: Cytotoxicity of p53ts Cells at the Permissive Temperature | H1299-p53A138V at 32C, ATP luminescence viability, 24 h | Potency, µM (doses to about 46.1 µM), without a hit: at the highest dose activity change, negative = cytotoxicity, actives largely listed as cytotoxic | hit rate 0.93% among 130,000;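 further: 0% = DMSO and -100% = full killing by reference compound; nearly all actives have a fitted effect of over 55% in size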
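Viability by ATPlite luminescence after 24 h compound treatment (up to 46 uM) at the permissive 32C. Cells are H1299 carrying p53 A138V. Scale runs from DMSO basal to 100 uM tamoxifen as full kill; AC50 from Hill fits.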
IkB sig inh: IkB Signaling. ABC-DLBCL IkBa-CBG/CBR dual luciferase ratio, 4 h; response scale: scaled: untreated 0%, proteasome inhibitor 100%. Potency, µM (top dose mostly 57.1 µM), for the others: at the top dose IkBa stabilization activation. hit rate 0.04% among 110,000. AID 445, 2006; active means well fitted curve in the direction sought with a large enough effect in the signal ratio, not every such curve was filed as active; inconclusive means small, poorly fitted or top-dose-only effect, or a change in a side signal; the % refers to the signal ratio;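 further: the direction sought is a rising ratio; 0% = basal untreated cells and 100% = reference inhibitor full response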
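Curves were fitted separately to fusion (green), unfused (red) and ratio luminescence, then classed by r2, magnitude and activity. Cells: OCI-Ly3, 4 h compound plus doxycycline at 37C; 10 uM MG-132 defined full response.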
p53ts 39C kill: qHTS Screen for Compounds that Selectively Target Cancer Cells with p53 Mutations: Cytotoxicity of p53ts Cells at the Nonpermissive Temperature; hit rate 1.5% among 130,000; Potency, µM (series often up to 46.1 µM), for the others: at the top dose activity change, negative = cell killing, most hits filed as cytotoxic; H1299-p53A138V viability at 39C, ATP luminescence, 24 h; further: nearly all actives have a fitted effect of over 55% in size
Peg3 imprint: qHTS Assay for Compounds that Induce Erasure of Genomic Imprints; mouse ES Peg3-LacZ reporter, beta-gal luminescence, 40 h; Potency, µM (series often up to 60.7 µM), inactives show at the highest dose activity change, positive = activation, actives largely listed as activators; hit rate 0.02% among 110,000;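 further: 0% = negative control wells on the plate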
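Gelatin-coated wells received 300 freshly trypsinized female ES cells with a Peg3LacZ-Neo reporter on the maternal allele, then incubated 40 hours at 37C. BetaGlo was added for 5 minutes at room temperature before a single luminescence read.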
Active calls of the source: *; ? = inconclusive; . = no result given; [ ] = dose if it differs, or a comment. Unless noted, the call rests on the fitted dose curve; in most records, active means well fitted curve in the direction sought with a large enough effect; inconclusive means small, poorly fitted or top-dose-only effect, or another doubt; inactive means no such curve, though single readings can be large; an effect the other way counts as inactive or inconclusive. Unless noted, on the % scale 0 is the no-effect control and ±100 the full control effect; potency means the concentration at half of the fitted maximal effect. The list is partial; rates above refer to the full screens.

SMILES	p53ts 32C kill	IkB sig inh	p53ts 39C kill	Peg3 imprint
COc1cc(C2C(C#N)=C(N)OC3=C2C(=O)CC(C)(C)C3)ccc1OC(=O)N1CCOCC1 (centres undefined)	29.5%	-0.3%	-7.9%	-9.8%
CC1(C)N=C(N)N=C(N)N1c1cccc(C(=O)Nc2ccc(S(=O)(=O)F)cc2)c1	-3.6%[9.22 µM]	0.4%[11.4 µM]	5.4%[9.22 µM]	-2.4%[10.9 µM]
CN1CCN(c2ccc(C(N)=O)cc2N)CC1	-1.1%	0.7%	16.6%	-4.5%
CCOC(=O)N(c1ccccc1)P1(=S)OCCO1	1.9%	0.4%	-1.6%	-7.0%
C[C@H](NC(C)(C)C)C(=O)c1cccc(Cl)c1	-2.9%[20.6 µM]	-0.4%[25.6 µM]	5.6%[20.6 µM]	0.8%[16.8 µM]
CC1N(O)C2CCCCCC2N1O (centres undefined)	5.0%	3.6%	8.5%	4.4%
C[C@H](CC(C#N)(c1ccccc1)c1ccccc1)N1CCCCC1	-1.7%[9.22 µM]	1.4%[11.4 µM]	-1.0%[9.22 µM]	11.5%[10.9 µM]
O=C(Nc1ccc2c(c1)OCCO2)c1cccn(Cc2cccc([N+](=O)[O-])c2)c1=O	-7.2%	?	-23.8%	29.4%[10.9 µM]
OCC1(CO)COC(c2cccnc2)N1 (centres undefined)	-5.1%	3.5%	-6.0%	6.5%
CC(C)c1ccc(O)c(CN2CCN(c3ccccc3)CC2)c1	-2.7%	1.2%	-16.5%	?
Cc1ccc2c(c1)CC1(CN2C)C(=O)NC(=O)N(c2cc(C)ccc2C)C1=O (centres undefined)	10.1%	0.3%	7.7%	-5.7%
COCCOC(=O)C1=C(N)Oc2c(c(=O)oc3ccccc23)C1c1ccncc1 (centres undefined)	-2.1%	?	-7.8%	2.2%
COC[C@H]1OC(=O)c2coc3c2[C@@]1(C)C1=C(C3=O)[C@H]2CCC(=O)[C@@]2(C)C[C@H]1OC(C)=O	?	?	?	-32.6%[inhibitor]
Cc1ccc(Cl)cc1N1CCN(C(=O)C2CCN(Cc3nc(-c4ccc(Cl)cc4)oc3C)CC2)CC1	4.3%	?	12.6µM*	-14.8%[10.9 µM]
CN1CCC(n2nccc2N)CC1	-1.4%	1.5%	-1.2%	-4.3%
CC(C)NS(=O)(=O)c1ccc(OCC(=O)N2CCN(C)CC2)cc1	-3.6%	-1.0%	3.7%	1.8%
COc1cc2c(cc1O)C[C@H]1c3c(cc(OC)c(O)c3-2)CCN1C	-13.7%	-1.5%[11.4 µM]	?	-4.9%
Oc1ccc(Cl)cc1Sc1cc(Cl)ccc1O	-11.7%[9.22 µM]	?	-9.6%[9.22 µM]	?
O=C1NCN(c2ccccc2)C12CCN(CCCOc1ccc(F)cc1)CC2	-10.1%	0.1%	-8.2%	-13.5%
Cc1nn(C)c(C)c1/C=C1/CC2C3CC=C4CC(O)CCC4(C)C3CCC2(C)C1=O (centres undefined)	-6.4%	.	-10.2%	.
CCCCOCC1CO1 (centres undefined)	-16.4%[1.84 µM]	-1.3%	-12.5%	6.8%
C[C@H]1C(=O)O[C@H]2CCN3CC=C(COC(=O)[C@](C)(O)[C@@]1(C)O)C23 (some centres undefined)	4.2%	.	2.1%	5.2%
Cc1ccc2c(c1)C(c1ccccc1)NCC(=O)N2 (centres undefined)	-0.6%	-0.4%	4.9%	-9.6%

A run of entries of the results above:
SMILES	p53ts 32C kill	IkB sig inh	p53ts 39C kill	Peg3 imprint
OCC1(CO)COC(c2cccnc2)N1 (centres undefined)	-5.1%	3.5%	-6.0%	6.5%
CC(C)c1ccc(O)c(CN2CCN(c3ccccc3)CC2)c1	-2.7%	1.2%	-16.5%	?
Cc1ccc2c(c1)CC1(CN2C)C(=O)NC(=O)N(c2cc(C)ccc2C)C1=O (centres undefined)	10.1%	0.3%	7.7%	-5.7%
COCCOC(=O)C1=C(N)Oc2c(c(=O)oc3ccccc23)C1c1ccncc1 (centres undefined)	-2.1%	?	-7.8%	2.2%
COC[C@H]1OC(=O)c2coc3c2[C@@]1(C)C1=C(C3=O)[C@H]2CCC(=O)[C@@]2(C)C[C@H]1OC(C)=O	?	?	?	-32.6%[inhibitor]
Cc1ccc(Cl)cc1N1CCN(C(=O)C2CCN(Cc3nc(-c4ccc(Cl)cc4)oc3C)CC2)CC1	4.3%	?	12.6µM*	-14.8%[10.9 µM]
CN1CCC(n2nccc2N)CC1	-1.4%	1.5%	-1.2%	-4.3%
CC(C)NS(=O)(=O)c1ccc(OCC(=O)N2CCN(C)CC2)cc1	-3.6%	-1.0%	3.7%	1.8%
COc1cc2c(cc1O)C[C@H]1c3c(cc(OC)c(O)c3-2)CCN1C	-13.7%	-1.5%[11.4 µM]	?	-4.9%
Oc1ccc(Cl)cc1Sc1cc(Cl)ccc1O	-11.7%[9.22 µM]	?	-9.6%[9.22 µM]	?
O=C1NCN(c2ccccc2)C12CCN(CCCOc1ccc(F)cc1)CC2	-10.1%	0.1%	-8.2%	-13.5%
Cc1nn(C)c(C)c1/C=C1/CC2C3CC=C4CC(O)CCC4(C)C3CCC2(C)C1=O (centres undefined)	-6.4%	.	-10.2%	.
CCCCOCC1CO1 (centres undefined)	-16.4%[1.84 µM]	-1.3%	-12.5%	6.8%
C[C@H]1C(=O)O[C@H]2CCN3CC=C(COC(=O)[C@](C)(O)[C@@]1(C)O)C23 (some centres undefined)	4.2%	.	2.1%	5.2%
Cc1ccc2c(c1)C(c1ccccc1)NCC(=O)N2 (centres undefined)	-0.6%	-0.4%	4.9%	-9.6%
